# High-throughput results from PubChem.
# FN deposition inh: fibronectin deposition inhibition. actives 0.086% (n = 350,000). inhibition, % at 12.6 µM. AH1F fibroblasts, Alexa488-fibronectin deposition fluorescence, overnight;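 active means mean inhibition across replicates of 30% or more, regardless of how many single replicates reach that level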;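 further: positive control wells lacked labelled fibronectin entirely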
#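 material = AH1F fibroblast monolayer depositing Alexa488-labelled fibronectin into matrix | amount = 10000 AH1F cells/well | buffer or medium = DMEM plus 2% serum, read in PBS | incubation = 1 h cell adhesion before compound, then overnight fibronectin incubation | detection = fluorescence at 485 nm excitation, 525 nm emission | evaluation = percent inhibition as loss of matrix-bound fibronectin fluorescence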
# PglD inh: inhibitors of Campylobacter jejuni PglD acetyltransferase; purified PglD enzyme, DTNB colorimetric CoA detection; inhibition, % at 12.5 µM; actives 0.098% (n = 360,000); in the data active means inhibition above about 16%, passing the limit was not always enough; further: strong numbers were not always called active
# C2C12 statin: protects C2C12 myotubes from simvastatin toxicity | rescue of ATP level, % at 7.49 µM | ATP luminescence, 48 h; scaled: DMSO 0, geranylgeraniol control 100 | actives 0.78% (n = 330,000);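 active means mean ATP rescue above about 67%, or every replicate alone reaching that limit, limit read from the data, passing the limit was not always enough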;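 further: myotubes were challenged with 10 µM simvastatin during compound exposure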
# GSIS activator: primary screen for activators of insulin secretion dependent on glucose, INS-1E cells, GLuc reporter luminescence; actives 0.61% (n = 370,000); INS-1E GLuc reporter insulin secretion, 2-3 h; activation, % at 16.6 µM;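 active means lowest replicate activation of at least 40%, so every replicate reaches that level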;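 further: 0% = median of neutral control wells and 100% = median of IBMX positive control wells; some compounds called inactive have numbers as strong as hits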
# F508del corr: correctors of CFTR F508del function in bronchial epithelial cells. CFBE cells, YFP halide quenching; stimulated with forskolin plus potentiator P3; % fluorescence drop versus neutral controls. actives 0.36% (n = 350,000). activity (quench increase), % at 7.58 µM. AID 720511;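 active means mean added fluorescence quench of at least 8% versus neutral control, with both replicates also reaching 8%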;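 further: cells transiently co-express mutant CFTR-F508del with the halide-sensitive YFP; corrector assay measuring rescue of mutant channel to the surface after 24 h compound exposure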
# PGC1a acetyl inh: PGC1a acetylation modulation, inhibitor mode; U2OS PGC1a acetylation, AlphaScreen anti-acetyl-lysine; with virally co-expressed GCN5 acetyltransferase; inhibition, % at 15.6 µM; actives 0.17% (n = 350,000); AID 651687;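 active means every replicate shows inhibition of at least 40%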;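 further: 0% = neutral control wells and 100% = positive control wells; some results beyond the cut were filed as inactive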
# miR122 inh: inhibitors of miR-122 in Huh7 cells; activation (reporter increase), % at 12.5 µM; Huh7 miR-122 Renilla luciferase sensor, 48 h; neutral wells = 0, positive control = 100; actives 0.3% (n = 340,000);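 active means mean replicate activation score at least 90 and every replicate individually at or above 90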;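 further: higher luciferase means less miR-122 activity so hits act as miR-122 inhibitors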
# Cneo AK release: causes C. neoformans cell lysis. adenylate kinase release luminescence, 4 h; normalised: neutral wells 0, clomiphene wells 100. lysis activity, % at 15 µM. actives 0.2% (n = 360,000);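 active means mean lysis activity across replicates of at least 80%, whatever share of replicates individually reach that level; inactive means mean lysis activity below 80%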
#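 Material: C. neoformans cells | Amount: Yeast cell density of 5 × 10^6 cells/mL | Medium: Fresh YPD growth medium | Dosing: Single dose | Times: Static 4 h at 37 °C with compound, 1 h detection | Detection: AK luminescence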
# Starred values were filed as active, the others as inactive; nt = not tested or not shown; & = joins results of further samples; [ ] = dose if it differs, or a comment. Compounds as they come; overall some 2.1% were active at least once.
SMILES,FN deposition inh,PglD inh,C2C12 statin,GSIS activator,F508del corr,PGC1a acetyl inh,miR122 inh,Cneo AK release
COc1ccc(NC(=O)COC(=O)CCc2nc3ccccc3c(=O)[nH]2)c(OC)c1,0,-2,6,nt,1.3,1,0,-3
O=C(Cn1c(=O)sc2ccccc21)Nc1ccccc1,nt,-3,42,4,nt,-13,-3,-1
C[C@@H]1CN([C@H](C)CO)C(=O)c2cc(NS(=O)(=O)c3ccccc3)ccc2O[C@H]1CN(C)S(=O)(=O)c1ccccc1,nt,-2,-3,2,0.6,-3,0[16.7 µM],19
COc1cccc(-c2cc3nc(-c4ccccc4)cc(N4CCN(C(=O)c5ccoc5)CC4)n3n2)c1,-9,-3,-4,-4,6.0,-17,-8,3
CCOC(=O)c1ccc(NC(=O)CCNS(=O)(=O)c2cc(Br)cnc2N)cc1,-6,-5,-7,40,0.6,4,9,-1
CC(=O)N1CCN(C(=O)CNC(=O)c2ccc(Br)o2)CC1,nt,3,0,8,-2.3,nt,-5,3
O=c1cc(-c2ccc(O)cc2)oc2cc(O)c(C3OC(CO)C(O)C(O)C3O)c(O)c12 (stereo unspecified),nt,-3,-11,2,-5.6,-11,1,-1
Cc1cccnc1NC(=O)/C=C/c1ccc2c(c1)OCO2,nt,0,0,6,nt,2,-2,-3
COc1cc(/C=N/NC(=O)CCn2c3ccccc3c3ccccc32)ccc1O,nt,4,-7,-14,0.0,-11,-4,-4
O=C(NCCCn1ccnc1)c1cccc(S(=O)(=O)NCc2ccccc2)c1,-8,1,4,-5,0.2,nt,11,-1
COc1ccc(S(=O)(=O)N(C)c2ccc(C(=O)N3CCN(C)CC3)cc2)cc1,-4,-9,-3,9,-2.6,2,4,0
N#Cc1c2n(c3c(=O)[nH]cnc13)CCCC2,1,5,nt,nt,nt,nt,-5,-1
Cc1ccc(-c2ccc3c(c2)O[C@H](CN(C)C(=O)NC(C)C)[C@H](C)CN([C@H](C)CO)S3(=O)=O)cc1,nt,0,10,-17,0.9,-1,-13[16.7 µM],1
O=C(NCc1ccco1)C1Cc2ccccc2CN1S(=O)(=O)c1ccccc1F (stereo unspecified),7,2,67*,nt,nt,14,10,2
COc1ccc(-c2ccc3c(c2)[C@@H]2[C@@H](CCN2C(=O)c2ccc4c(c2)OCO4)[C@H](CO)N3C)cc1,-3,0,37,0,-1.0,-2,7[16.7 µM],-1
CN(C)S(=O)(=O)c1ccc2c(c1)c(=O)c(C(=O)N1CCOCC1)cn2C,12,12,0,6,-1.4,nt,nt,-6
CCC(=O)N[C@@H]1CC[C@H](CCn2cc(C3CC3)nn2)O[C@H]1CO,-6,1,-2,4,0.6,-2,nt,44
O=C(COc1ccccc1)Nc1ccc2[nH]ncc2c1,-1,-5,3,8,3.3,nt,5,2
COc1cccc(C(C)(O)c2nc(-c3csc4ccccc34)cs2)c1 (stereo unspecified),9,3,5,nt,-2.0,4,3,3
O=C(c1ccccc1)N(C(=O)c1ccccc1)c1ncnc2c1C(c1ccccc1)c1c(ccc3ccccc13)O2 (stereo unspecified),10,4,-18,-5,-2.0,2,8,0
CCc1nn(CC(=O)NCCCN2CCN(C)CC2)c(=O)c2cc3sccc3n12,-16,-2,-6,15,-0.1,2,-1,-2
COc1cc(C2C(C(=O)c3cc4ccccc4o3)=C(O)C(=O)N2CCN2CCOCC2)ccc1OCCC(C)C (stereo unspecified),3,4,0,0,0.9,nt,-2,0
CC(C)c1nnc(NC(=O)CCC(=O)N2CCN(Cc3ccccc3)CC2)s1,nt,-7,5,nt,nt,-1,-6,0
Cn1c(SCC(=O)c2ccc(F)cc2)nnc1-c1cnccn1,4,2,6,nt,nt,3,0,2
C[C@@H]1CN([C@H](C)CO)C(=O)Cc2cc(NC(=O)CCCN(C)C)ccc2O[C@@H]1CN(C)Cc1ccc(-c2ccccc2)cc1,12,1,-4,24,-1.1,0,-23[16.7 µM],5
Cc1ccc(-c2cnc3c(c2)C(=O)N([C@H](C)CO)C[C@@H](C)[C@@H](CN(C)CC2CCOCC2)O3)cc1,nt,-2,10,7,4.0,12,-3[16.7 µM],-4
CCCCn1nnnc1NCc1cc(OC)c(OC)cc1OC,17,2,8,23,nt,0,-3,0
COc1ccccc1NC(=O)Cn1cnc2c(nc3n2CCCCC3)c1=O,5,1,-8,-10,1.5,-19,0,0
CSc1nc2ccc(Cl)cc2[nH]1,8,-3,2,nt,nt,15,2,-1
COc1ccc(-c2nnc(SCc3ccc(C(=O)O)cc3)n2C)cc1OC,-3,1,-3,-6,-3.7,nt,nt,3

# The list goes on; the last 2 above are carried over.
SMILES,FN deposition inh,PglD inh,C2C12 statin,GSIS activator,F508del corr,PGC1a acetyl inh,miR122 inh,Cneo AK release
CSc1nc2ccc(Cl)cc2[nH]1,8,-3,2,nt,nt,15,2,-1
COc1ccc(-c2nnc(SCc3ccc(C(=O)O)cc3)n2C)cc1OC,-3,1,-3,-6,-3.7,nt,nt,3
COc1ccccc1S(=O)(=O)N[C@@H]1C=C[C@@H](CC(=O)NCc2cc(F)cc(F)c2)O[C@@H]1CO,nt,3,3,-3,0.5,-5,7[16.7 µM],12
O=C(NCCCN1CCCC(O)C1)c1cc(COc2ccc(F)cc2F)on1 (stereo unspecified),5,-9,nt,-1,1.3,9,-4,0
COc1ccc(N(CC(=O)Nc2cccc(C)c2)S(=O)(=O)c2c(C)noc2C)cc1,-13,-4,5,-32,1.6,-7,3,2
CNC[C@@H]1Oc2c(NS(=O)(=O)c3ccc(OC)cc3)cccc2C(=O)N([C@H](C)CO)C[C@@H]1C,nt,2,-7,16,-0.5,2,0[16.7 µM],-1
Cn1c(C(=O)N2CCCC(C(=O)NCCc3ccccc3)C2)cc2sccc21 (stereo unspecified),nt,nt,-5,-18,nt,-14,1,nt
Cc1ccc(SCCNC(=O)c2ccc(C)c(S(=O)(=O)Nc3ccccc3C)c2)cc1,nt,-6,6,-12,1.1,-8,8,-1
O=C(O)c1ccc(N2C(=O)c3cccc4cccc(c34)C2=O)cc1,2,3,0,0,0.8,10,-5,1
CO[C@@H](CN(C)S(=O)(=O)c1ccc(Cl)cc1)[C@@H](C)CN([C@H](C)CO)S(=O)(=O)c1cccc(Cl)c1,8,0,-12,-30,2.7,-29,nt,-12
CNC[C@@H]1Oc2c(NS(C)(=O)=O)cccc2C(=O)N([C@@H](C)CO)C[C@H]1C,1,2&-2,-11&-11,18&8,0.9&-2.1,2,5[16.7 µM],6&2
Cc1ccc(NC(=O)CCNC(=O)c2ccc(Br)cc2)cc1S(=O)(=O)N1CCCCCC1,-3,0,-17,-16,1.5,-15,nt,1

# The final three records of the section before open the next one:
SMILES,FN deposition inh,PglD inh,C2C12 statin,GSIS activator,F508del corr,PGC1a acetyl inh,miR122 inh,Cneo AK release
CO[C@@H](CN(C)S(=O)(=O)c1ccc(Cl)cc1)[C@@H](C)CN([C@H](C)CO)S(=O)(=O)c1cccc(Cl)c1,8,0,-12,-30,2.7,-29,nt,-12
CNC[C@@H]1Oc2c(NS(C)(=O)=O)cccc2C(=O)N([C@@H](C)CO)C[C@H]1C,1,2&-2,-11&-11,18&8,0.9&-2.1,2,5[16.7 µM],6&2
Cc1ccc(NC(=O)CCNC(=O)c2ccc(Br)cc2)cc1S(=O)(=O)N1CCCCCC1,-3,0,-17,-16,1.5,-15,nt,1
CC1C=NC(S(=O)(=O)N2CC[C@@H]3[C@@H](CO)N(C)c4ccc(-c5ccc(F)cc5)cc4[C@@H]32)=N1 (stereo partly specified),10,2,49,-12,1.0,2,10[16.7 µM],7
O=C(Nc1ccccc1Cl)Nc1ccnn1C1CCN(C(=O)CCN2CCCO2)CC1,-8,-4,-2,-2,1.4,-1,1,0
C[C@H](CO)N1C[C@H](C)[C@@H](CN(C)S(=O)(=O)c2ccc(F)cc2)OCCCC[C@H](C)Oc2ccc(NC(=O)C3CCCCC3)cc2C1=O,3,-3,nt,-9,-3.7,-6,11[16.7 µM],1
C[C@H]1CN([C@@H](C)CO)C(=O)c2cc(C3=CCCC3)cnc2O[C@H]1CN(C)C(=O)C1CCCCC1,nt,-1,70,2,1.2,-1,-2[16.7 µM],7
COc1ccc(OC)c(Nc2nc(N)nc(CCl)n2)c1,-3,-4,-5,nt,-8.3,-4,-32,-1
OC(c1ccccc1)c1ccncc1 (stereo unspecified),-2,2,9,2,0.0,13,6,0
COc1ccc(CCNS(=O)(=O)c2ccc(-n3cnnn3)c(OC)c2)cc1OC,-2,-2,-16,8,1.8,nt,nt,-1
Fc1ccc(/C=N/NC(=S)Nc2cccnc2)cc1F,-17,nt,nt,35,0.0,0,nt,nt
COc1cc(OC)cc(C(=O)NCC(=O)Nc2ccc(C)c(Cl)c2)c1,-8,-2,0,2,2.3,nt,1,1
Cn1nc(-c2ccccc2)c2cc(C(=O)O)sc21,-1,4,0,0,2.0,3,-3,1
Cc1ccc(NC(=O)CSc2nnc(NC(=O)c3ccc(S(=O)(=O)N4CCOCC4)cc3)s2)cc1,2,-3,nt,3,nt,nt,-6,1
O=C(Nc1ccccc1Cl)NC1CCCCCCC1,nt,3,-15,1,1.1,0,0,2
CC(=O)N1c2ccc(S(=O)(=O)N(C)CC(=O)NC3CCCCC3C)cc2CC1C (stereo unspecified),nt,-2,5,nt,nt,-4,-7,-8
CC/C=C\C/C=C\C/C=C\CCCCCCCC(=O)O,nt,-1,3,nt,-1.8,-7,2,1
CO[C@H]1CN(C)C(=O)c2ccc(NC(=O)CC(F)(F)F)cc2OC[C@@H](C)N(CC2CC2)C[C@H]1C,4,nt,nt,12,-0.6,1,nt,nt
CC(=O)Nc1cccc(Oc2nc(C)cc(C)c2C#N)c1,-1,3,-3,1,-1.9,3,-1,-1
Cc1ccc(CC(=O)N2CCOCC2)cc1,4,1,5,nt,nt,0,-3,0
Cc1cc(C)nc(Sc2ccc3nnc(C(F)(F)C(F)(F)C(F)(F)F)n3n2)n1,nt,1,-7,3,nt,23,0,-1
CCn1cc(CNC(=O)c2ccc(OC3CCN(Cc4ccccn4)CC3)cc2)cn1,1,-6,7,-2,-4.3,-22,0,0
O=C(COC(=O)c1n[nH]c2ccccc12)Nc1ccc(Cl)cc1[N+](=O)[O-],4,nt,nt,3,0.3,-5,nt,nt
COc1cc(C(c2c(C)[nH][nH]c2=O)c2c(C)[nH][nH]c2=O)ccc1OC(C)C,nt,4,-3,-15,nt,9,6,-3
O=S(=O)(Nc1ccccn1)c1cccc(S(=O)(=O)c2ccc(Br)cc2)c1,-7,3,-11,3,0.0,6,-9,-1
COc1cccc(NC(=S)NC(C)c2ccc(OC)c(OC)c2)c1 (stereo unspecified),2,nt,nt,5,-5.0,-1,nt,nt
COc1ccc(OC)c(NC(=O)CCOc2cccc(C)c2)c1,-2,-1,2,-7,2.8,3,2,-1
C[C@@H]1CCCCO[C@H](CN(C)C(=O)Cc2ccccc2)[C@@H](C)CN([C@H](C)CO)C(=O)c2cc(NS(=O)(=O)c3cn(C)cn3)ccc2O1,nt,-5,0,-8,0.6,-4,2[16.7 µM],-3
Oc1ccc(N2CCN(CC(O)c3ccccc3)CC2)cc1 (stereo unspecified),-5,1,60,-1,-1.0,nt,nt,-1
COc1ccc(/C=N/NC(=O)c2cccs2)c2ccccc12,3,-2,0,-6,-0.2,-13,-7,-3
O=C(Nc1ccc2c(c1)OCCO2)C(c1cc2ccccc2o1)N1CCN(c2ccc(F)cc2)CC1 (stereo unspecified),nt,-4,5,-3,0.3,-13,9,-3
